# PME-1 primary: blocks human protein phosphatase methylesterase 1. inhibition, % at 5.9 µM. Q9Y570. actives 0.53% (n = 320,000). recombinant PME-1, FP-Rh probe fluorescence polarization;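 active = inhibition above the campaign mean of all compounds plus 3 SD, cut at about 26% in these data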;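 note: competitive labeling of PME-1 active site by serine hydrolase directed probe; 0% = PME-1 with DMSO and 100% = wells lacking PME-1 enzyme; inhibitors block probe labeling so polarization falls and inhibition rises; many of its hits are not listed in these tables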
# MEX-5 binding: C. elegans MEX-5 TCR-2 RNA binding activity; actives 0.38% (n = 300,000); AID 1832; Q9XUB2; MEX-5/FITC-TCR2 RNA binding, fluorescence polarization; hits give low values; activity score (negative = inhibition of binding), % at 10 µM;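 active = inhibition past about -25% in most replicates, and total fluorescence under double the plate's negative control median, limit read from the data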;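 note: 0% = DMSO and -100% = 5 µM competing unlabeled TCR2 RNA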
# MCL1-BIM inh: MCL1-BIM-BH3 interaction inhibition (human) | Q07820 | GST-MCL1 / FITC-Bim-BH3 fluorescence polarization | inhibition, % at 10.9 µM | actives 0.68% (n = 320,000) | AID 2057;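 active = inhibition above the mean inhibition of all tested compounds plus 3 SD, set per campaign, cut at about 40% in these data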;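 note: 0% = DMSO wells and 100% = unlabeled Bim-BH3 peptide control; higher means more loss of mP so more displacement of Bim peptide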
# GLD-1 TGE inh: GLD-1-TGE RNA interaction inhibition (C. elegans); Q17339; purified GLD-1 + fluorescein TGE RNA, fluorescence polarization; inhibition, % at 5.96 µM; actives 0.44% (n = 320,000);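 active = percent inhibition above a per-plate cutoff, the plate mean of test compounds plus 3 SD, cut at about 30% in these data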;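 note: 0% = DMSO wells with GLD-1 and probe and 100% = wells lacking GLD-1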
# Fam108B counter: counter-screen for RBBP9 inhibitors: inhibitors of mouse Fam108B; recombinant Fam108B, FP-Rh probe fluorescence polarization; inhibition, % at 9.51 µM; actives 0.33% (n = 300,000); AID 1947;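 active = inhibition above the screen mean inhibition plus 3 SD, computed separately per campaign, cut at about 18% in these data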;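 note: inhibitors lower polarization as less probe binds the enzyme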
# Bcl-xL primary: blocks human Bcl-xL binding to Bim BH3 peptide | actives 0.7% (n = 320,000) | Q07817 | inhibition, % at 10.9 µM | GST-Bcl-xL / FITC-Bim BH3 peptide fluorescence polarization | AID 2129;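 active = inhibition above the mean of all tested compounds plus 3 SD, cutoff set per campaign, cut at about 30% in these data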;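 note: 0% = DMSO wells and 100% = unlabeled Bim-BH3 peptide competitor; inhibitors lower millipolarization by displacing the labeled peptide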
# GRK2 aptamer HTS: human GRK2 inhibition via aptamer displacement; P25098; bead flow cytometry, FAM-aptamer displacement from GRK2; inhibition of aptamer binding, % at 10 µM; actives 0.59% (n = 330,000); AID 488847;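 active = inhibition of aptamer binding above 40%, roughly 3 SD of noise, on plates passing a quality check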;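 note: median bead fluorescence of bound FAM aptamer so fluorescent compounds give negative values; no value below 0 was filed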
# VLA-4 inh: inhibition in a human VLA-4 binding assay. AID 2557. actives 0.2% (n = 330,000). inhibition, % (about 7 µM as worked out from the volumes in the protocol). P13612. VLA-4 expressing cells, ligand binding flow cytometry; in the data active = inhibition above about 50%
# Efflux pump mplx: blocks antifungal efflux pumps in multiplex yeast assay | S. cerevisiae Candida pump triplex, Nile Red efflux | inhibition, % at 10 µM | actives 0.44% (n = 330,000) | AID 485275;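 active = plate passing quality check with inhibition over a set limit, or well fluorescence over plate mean plus 4 SD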;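 note: Nile Red retained in pooled yeast measured as flow cytometry median fluorescence; 0% = buffer negative control and 100% = Enniatin B positive control; higher means more Nile Red kept so more efflux inhibition; some compounds called inactive have numbers as strong as hits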
# * hit, by the source's call; . = no result given. The list is partial; count on the stated rates, not on these rows.
Molecule	MCL1-BIM inh	PME-1 primary	MEX-5 binding	GRK2 aptamer HTS	GLD-1 TGE inh	Efflux pump mplx	VLA-4 inh	Bcl-xL primary	Fam108B counter
CC(C)Cc1nnc(NC(=O)CCN2C(=O)c3ccccc3C2=O)s1	2	0	-1.1	0	6	-0.1	33	3	-2
CC(c1nccs1)N(C)C(=O)c1cn(Cc2cccc3ccccc23)nn1 (stereo unspecified)	-5	1	-1.2	0	1	0.1	29	0	-1
CCOC(=O)c1nnn(-c2nonc2N)c1-c1cccs1	-3	-4	0.2	0	1	-0.2	16	6	-1
CC1CC(C)CN(S(=O)(=O)c2ccc(NN)nc2)C1 (stereo unspecified)	7	4	2.7	0	3	0.0	-4	1	3
NC(=O)NCc1ccc(Cl)cc1	3	0	2.1	0	-2	0.0	22	1	-3
O=C1CC(c2ccccc2)C(=O)N1c1cccc(O)c1 (stereo unspecified)	7	0	-1.8	0	9	0.0	-4	9	-2
Cc1nc(NC(=O)CSc2nnc3ccccn23)c(Cl)cc1Cl	2	1	-2.1	1	-1	0.0	-5	7	1
O=C1N/C(=N\c2ccccn2)SC1Cc1ccc(Cl)cc1 (stereo unspecified)	-2	2	0.3	5	-5	0.3	14	0	-5
O=C(C1CCN(S(=O)(=O)c2ccc(Br)s2)CC1)N1CCN(C2CCCCC2)CC1	0	4	1.7	1	1	0.1	9	4	-3
CC(C)(C)NC(=O)CSc1nncn1NCc1c(Cl)cccc1Cl	0	9	0.1	0	3	-0.1	1	1	-6
C[C@H]1CN=C(Nc2ccccc2)N1CCCC1CCCCC1	5	5	-3.2	0	4	-0.1	12	6	-1
C=CCOc1c(Cl)cc(C2NC(=O)NC(C)=C2C(=O)OC)cc1Cl (stereo unspecified)	-2	-7	0.9	0	-3	0.1	2	0	2
O=C(c1ccc(CS(=O)Cc2ccccc2Cl)o1)N1CCN(C2CCCCC2)CC1 (stereo unspecified)	7	3	-1.4	8	5	0.1	4	3	3
CCCCN(CCCC)/C(N)=N/c1nc(C)cc(C)n1	-5	-1	-0.7	0	-3	0.0	1	2	-4
O=C(NNc1cccc(Cl)n1)c1ccc(Cl)nc1	11	-8	0.1	2	0	-0.1	-15	4	5
COc1ccc(Oc2nnnn2-c2ccccc2)cc1	-3	4	0.0	2	-10	0.0	1	-3	0
Nc1nc[nH]c(=O)c1N=Cc1ccccc1	7	-4	.	0	6	-0.1	-10	5	5
Cc1ccc(Cn2nc(C)c(NC(=O)c3cc(-c4ccc5c(c4)OCO5)on3)c2C)cc1	-14	-7	1.7	3	-2	-0.1	.	-8	-3
COc1cccc(NC(=O)c2ccccc2-c2nc(-c3ccccc3)no2)c1	9	-8	0.1	0	4	-0.1	20	4	-5
Cc1ccc(CSc2ccc(S(=O)(=O)N3CCOCC3)cn2)cc1	6	1	.	2	4	0.1	8	9	.

# Some of the entries above in a different format:
# Sequence of screens – MCL1-BIM inh, PME-1 primary, MEX-5 binding, GRK2 aptamer HTS, GLD-1 TGE inh, Efflux pump mplx, VLA-4 inh, Bcl-xL primary, Fam108B counter
> C[C@H]1CN=C(Nc2ccccc2)N1CCCC1CCCCC1
→ 5, 5, -3.2, 0, 4, -0.1, 12, 6, -1
> C=CCOc1c(Cl)cc(C2NC(=O)NC(C)=C2C(=O)OC)cc1Cl (stereo unspecified)
→ -2, -7, 0.9, 0, -3, 0.1, 2, 0, 2
> O=C(c1ccc(CS(=O)Cc2ccccc2Cl)o1)N1CCN(C2CCCCC2)CC1 (stereo unspecified)
→ 7, 3, -1.4, 8, 5, 0.1, 4, 3, 3
> CCCCN(CCCC)/C(N)=N/c1nc(C)cc(C)n1
→ -5, -1, -0.7, 0, -3, 0.0, 1, 2, -4

# Some of these compounds in order of their number in Efflux pump mplx, smallest number first:
Molecule	Efflux pump mplx
CCCCN(CCCC)/C(N)=N/c1nc(C)cc(C)n1	0.0
C=CCOc1c(Cl)cc(C2NC(=O)NC(C)=C2C(=O)OC)cc1Cl (stereo unspecified)	0.1
O=C1N/C(=N\c2ccccn2)SC1Cc1ccc(Cl)cc1 (stereo unspecified)	0.3

# The list goes on.
Molecule	MCL1-BIM inh	PME-1 primary	MEX-5 binding	GRK2 aptamer HTS	GLD-1 TGE inh	Efflux pump mplx	VLA-4 inh	Bcl-xL primary	Fam108B counter
O=C(NCc1nnc2c3ccccc3c(-c3ccccc3)nn12)c1ccc(Cl)cc1	5	5	0.3	0	-4	-0.1	-3	5	1
O=C(CSc1nc(-c2ccco2)cc(C(F)(F)F)n1)N1CCN(c2cccc(Cl)c2)CC1	4	-2	0.9	0	1	0.1	3	6	-1
CCOc1ccc(NC(=O)CN(C)C(=O)CCSc2ccc(F)cc2)cc1OCC	0	-3	.	0	4	-0.1	-1	5	.
CC1(C2CC2)NC(=O)N(CC(=O)Nc2ccc(F)cc2F)C1=O (stereo unspecified)	-6	-3	.	0	-5	0.0	-10	1	.
CCCCCCn1c(SCCC)nc2c1c(=O)[nH]c(=O)n2C	-2	0	0.8	0	4	0.2	15	1	2
N=c1c(C(=O)NCC2CCCO2)cc2c(=O)n3ccccc3nc2n1Cc1cccnc1 (stereo unspecified)	34	-6	-44*	0	10	0.1	-1	37*	5
CCn1cc(CNCc2cn(-c3ccccc3C)nc2-c2ccc(OC)c(F)c2)cn1	5	1	0.7	0	1	-0.1	-1	1	0
CCOc1ccc(C(=O)Nc2ccccc2N2CCOCC2)cc1	2	3	0.8	0	7	0.1	4	7	-4
CCN(CC)S(=O)(=O)c1ccc2c(c1)nc(SCC(=O)N1CCOCC1)n2-c1ccccc1OC	1	2	0.4	0	9	0.1	-7	0	3
CCOc1ccc(-c2nc(N)ncc2-c2ccccc2)c(O)c1	0	-3	1.8	2	-2	-0.1	-16	7	-2
Cn1c(=O)c2c(nc(N/N=C/c3cccnc3)n2Cc2ccc(F)cc2)n(C)c1=O	-3	1	-1.9	0	-4	0.1	13	1	-1
CC(C)CCNC(=O)c1ccc2nc[nH]c2c1	-1	-5	-1.4	3	1	-0.2	6	3	3
N#Cc1ccc(CSc2nnc(-c3cccnc3)o2)cc1	1	0	1.5	4	-1	-0.1	-4	0	-1
c1ccc(-c2ccc(-c3cn4c(n3)CCC4)cc2)cc1	2	-1	-1.1	2	-1	-0.1	31	-1	1
Cc1ccc(S(=O)(=O)N2CCCCC2)cc1NC(=O)CSc1nnnn1C	0	3	-0.4	0	5	0.1	5	2	1
COc1ccc(C2CC(=O)c3cnc(NC(=O)c4ccco4)nc3C2)cc1 (stereo unspecified)	6	4	-1.0	1	10	-0.1	-13	3	-4
CC(C)(C)NC(=O)C(=O)NNC(=O)c1cccc([N+](=O)[O-])c1	6	0	-12	0	-3	0.1	2	3	4
CCN(CC)C(=O)c1sc(NC(=O)c2ccco2)c(C#N)c1C	0	0	2.3	1	-7	0.2	-1	-2	-1
COc1ccc(OC)c2sc(NC(=O)CCS(=O)(=O)c3ccccc3)nc12	2	5	-0.2	1	7	0.0	-25	3	1
Cn1c(NC(=O)c2ccccc2)nc2ccccc21	-1	0	1.5	5	-2	0.3	-2	-3	-2
COc1ccc(-c2n[nH]c(C)c2-c2ccccc2OC)c(O)c1	1	-3	-1.7	2	0	0.3	-2	4	6
CCn1c(SCC(=O)c2ccc(O)c(O)c2)nnc1-c1ccccc1	13	-3	-2.7	2	9	0.0	10	1	1
COCCNc1nc2c(-c3cccc(C(F)(F)F)c3)nnn2c2ccccc12	1	-8	-2.8	0	-8	-0.2	8	2	0
CS(=O)(=O)c1ccc2nc(NC(=O)c3cccs3)sc2c1	2	-5	.	0	3	-0.1	17	2	5
O=C(CS(=O)(=O)c1ccccc1)Nc1ccc(S(=O)(=O)Nc2ccccn2)cc1	1	-2	0.1	0	3	0.0	4	5	2
Cc1nc(Nc2ccccc2Cl)sc1C(=O)Nc1ccccc1	0	-4	-3.4	0	6	0.1	-6	2	-2
O=C(c1ccccc1NS(=O)(=O)c1ccc(Cl)cc1)N1CCc2ccccc21	2	1	-1.1	2	-4	0.2	-80	2	3
CCCCC(O)(CCCC)C(=O)NN(C(=O)OC)c1ccccc1	-3	-3	-2.0	7	0	-0.1	1	1	-2
C=CCSC1=NC(N)=C(C#N)C2(CCCCC2)C1C(N)=O (stereo unspecified)	11	4	-1.9	3	-1	0.0	8	5	2
Cc1nc([N+](=O)[O-])c(Br)n1CC(=O)c1ccc(Cl)cc1	9	2	0.2	1	3	-0.3	0	2	5

# Some entries already given, reduced to Bcl-xL primary, PME-1 primary and GRK2 aptamer HTS:
Compound	Bcl-xL primary	PME-1 primary	GRK2 aptamer HTS
COc1ccc(-c2n[nH]c(C)c2-c2ccccc2OC)c(O)c1	4	-3	2
CCn1c(SCC(=O)c2ccc(O)c(O)c2)nnc1-c1ccccc1	1	-3	2

# (further entries)
Molecule	MCL1-BIM inh	PME-1 primary	MEX-5 binding	GRK2 aptamer HTS	GLD-1 TGE inh	Efflux pump mplx	VLA-4 inh	Bcl-xL primary	Fam108B counter
CCN1CCN(c2nc3c(C)cccn3c(=O)c2/C=C(\C#N)S(=O)(=O)c2ccc(C)cc2)CC1	48*	0	-7.3	0	18	-0.1	-27	52*	-2
C=CCn1c(CCSCc2ccc(OC)c(C)c2)n[nH]c1=S	-20	3	-1.1	0	0	-0.2	0	-14	-1
O=C(CCCC(=O)N1CCCC1)N1CCCC1	-4	-1	-0.1	5	2	0.0	34	6	3
CC1CC(C)(C)NC(=O)O1 (stereo unspecified)	10	5	1.9	3	2	0.1	1	4	5
CCN1CCN(C(c2cccc(OC)c2)c2sc3nc(C)nn3c2O)CC1 (stereo unspecified)	7	0	3.9	1	2	2.7	-1	6	0
CC(C)Oc1ccc(C2CC(=O)N(Nc3ccc([N+](=O)[O-])cc3[N+](=O)[O-])C2=O)cc1 (stereo unspecified)	3	0	0.4	0	5	0.1	3	0	2
CC(C)c1ccc(NC(=O)COc2ccc(F)cc2C(=O)c2cnn(-c3ccccc3)c2)cc1	0	-2	-2.3	0	0	0.1	.	-3	-11
Cn1c(-c2ccccc2)cc2c3no[n+]([O-])c3ccc21	-3	1	1.9	2	6	0.0	-5	8	9
Cc1cccc(CCNC(=O)C2CCC(CNS(=O)(=O)c3cccs3)CC2)c1 (stereo unspecified)	0	0	.	1	6	0.0	3	1	-2
O=C(COc1ccc(/C=N/NS(=O)(=O)c2ccccc2)cc1)Nc1ccc(F)cc1	-5	-2	-0.1	0	7	-0.2	-7	-3	-3
Cc1ccccc1N(CC(=O)NC1CCCC1)C(=O)CS(=O)CC(=O)Nc1ccc2c(c1)OCO2 (stereo unspecified)	-9	-1	0.6	0	-2	-0.2	-8	1	1
O=C(CCN1CCN(C(c2ccccc2)c2ccccc2)CC1)N/N=C/c1ccc(O)cc1O	3	5	1.9	3	-1	-0.2	10	5	8
CCCn1c(SCC(=O)N2CCN(c3ccc(OC)cc3)CC2)nc2c1c(=O)n(C)c(=O)n2C	2	0	-0.6	3	1	0.0	-7	-4	0
CC(=O)c1ccc(OC(=O)C2c3ccccc3Oc3ccccc32)cc1	1	-2	0.2	3	2	-0.1	0	4	-3

# High-throughput results from PubChem BioAssay.
